Assay outcomes: PubChem BioAssay, National Center for Advancing Translational Sciences (NCATS)
ERK EGF block: inhibitors of EGF-stimulated ERK signaling pathway; HEK293-V1b, EGF-stimulated phospho-ERK AlphaScreen; Potency, µM (series often up to 11.5 µM), for the others: top-dose activity change, negative = inhibition, usual class: inhibitors; 130,000 tested, 0.41% active; active = well fitted inhibition curve with a large enough effect; inconclusive = small, poorly fitted or top-dose-only effect, or effect the other way;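 also: plate controls were stimulated vehicle wells for no effect and unstimulated vehicle basal for full effect; nearly all actives have a fitted effect of over 55% in size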
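Concentration-response of compounds against EGF-driven ERK phosphorylation in V1b-expressing HEK293 cells; 30 min preincubation, 5 min EGF, AlphaScreen detection; Normalized to DMSO basal and 25 nM EGF.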
The depositor's hits bear a star; ? = inconclusive; & = joins results of further samples; [ ] = dose if it differs, or a comment. Potency is read from the fitted curve at half-maximal effect. The list is partial; the hit share may differ from the screen's.

No.	molecule	ERK EGF block
1	COc1cc(/C=C2/SC(=Nc3ccc(O)cc3)NC2=O)cc(OC)c1O	23%
2	CCCCCc1ccc(OCCOCCn2c[n+](C)c3ccccc32)c(CCCCC)c1	?
3	O=c1cnc2cnc(Oc3ccccc3)nc2n1Cc1ccc(F)cc1	10%
4	CCOC(=O)C(=O)Nc1cc(C(=O)OC)cc(C(=O)OC)c1	0%
5	CCOC(=O)C1(Cc2ccccc2)CCN(Cc2ccc3c(c2)OCCO3)CC1	-3%
6	CCOC(=O)C1CCCN(C(=O)CNS(=O)(=O)c2ccc(Br)s2)C1 (stereo not drawn)	4%
7	CC(C)NC(=O)COC(=O)/C=C/c1ccco1	2%
8	COC(=O)C(CCSC)NS(=O)(=O)c1ccc(Cl)cc1 (stereo not drawn)	7%

Further structures
No.	molecule	ERK EGF block
9	COCCNC(=O)c1ccccc1N(Cc1ccccc1)S(=O)(=O)c1ccc(C)cc1	-2%
10	COc1ccc(-c2ccn(-c3cccc(F)n3)n2)cc1	19%
11	O=C(CCN1CCN(CCO)CC1)Nc1ccc(C2CCCC2)cc1	-1%
12	Cc1ccc(C2CC2C(=O)NNC(=S)Nc2ccc(Cl)cc2)cc1 (stereo not drawn)	8%
13	CN(C(=O)CCc1nc(-c2ccccc2F)no1)c1ccccc1	-3%
14	CC(=O)N1CCc2cc(S(=O)(=O)CCC(=O)Nc3cccc(F)c3)ccc21	2%
15	COc1ccccc1NC(=O)CCC(=O)N(Cc1ccc(OC)c(OC)c1)c1nccs1	-10%
16	Cc1cccc(C)c1NC(=O)CSc1ccc([N+](=O)[O-])cn1	2%

Following part:
No.	molecule	ERK EGF block
17	NC12CC3CC(C1)CC(CC(=O)O)(C3)C2	3%
18	C=CCNC(=O)/C(C#N)=C/c1cc(Br)ccc1OC	-18%
19	O=C(CCC(=O)NC1CCCCC1)N/N=C/c1ccncc1	-5%
20	COC(=O)C(O)C1C(C)(C)C(OC(C)=O)C2CC3=C4CC(=O)OC(c5ccoc5)[C@]4(C)CCC3[C@@]1(C)C2=O (stereo partly drawn)	14%
21	CCNc1nc(ON=C(C)C)nc(N(C)C)n1	5%
22	CC(=O)O[C@H]1CC[C@]2(C)[C@H]3CC=C4[C@@H]5[C@@H](C)[C@H](C)CC[C@]5(C(=O)O)CC[C@@]4(C)[C@]3(C)CC[C@H]2C1(C)C	-5%[57.5 µM]
23	COc1ccc2c(c1)C=C([C@@H]1C[C@H]3CN(c4ccccc4)C(=O)[C@]34CCCN14)CO2	?
24	O=C(N/N=C/C=C/c1ccccc1)NC1CCCCC1	-6%

Further records:
No.	molecule	ERK EGF block
25	CC(NS(=O)(=O)c1ccccc1)C(=O)NCCc1ccccn1 (stereo not drawn)	33%
26	NC(=S)N/N=C/c1cn(-c2ccccc2)nc1-c1cccnc1	1%[57.5 µM]
27	CCC(C)NCCCCOc1ccc(Cl)cc1C (stereo not drawn)	3%
28	Cc1cc(/C([O-])=C(/C(=S)Nc2ccc(F)cc2)[n+]2ccccc2)c(C)n1Cc1ccccc1Cl	-5%
29	Fc1ccc2nc(Nc3ccccc3)sc2c1	-3%
30	COc1cccc(/C=N/NC(=O)C(=O)N/N=C/c2cccc(OC)c2OC)c1OC	0%
31	Cc1ccc(C)c(OCCCC(=O)Nc2ccccc2C(N)=O)c1	1%
32	C/C=C(/C)C(=O)O[C@@H]1c2c(ccc3ccc(=O)oc23)O[C@@H]1C(C)(C)OC(C)=O	0%

Structural class: the entries above containing bromine
No.	molecule	ERK EGF block
6	CCOC(=O)C1CCCN(C(=O)CNS(=O)(=O)c2ccc(Br)s2)C1 (stereo not drawn)	4%
18	C=CCNC(=O)/C(C#N)=C/c1cc(Br)ccc1OC	-18%

Remaining list, next part
No.	molecule	ERK EGF block
33	CC1CCN(CCC(=O)Nc2nccs2)CC1	8%[57.5 µM]
34	CC(C)c1nc2ccc(Br)cn2c1NC1CCCC1	-11%
35	O=C1CCCN2N=C(SCC(=O)N3CCCCC3)SC2=N1	3%[57.5 µM]
36	CCc1cc2cc(OC)ccc2nc1SCC(=O)Nc1cc(OC)c(OC)cc1C(=O)O	-3%
37	C/C(=N\NC(=O)C1CC1(C)c1ccccc1)c1ccco1 (stereo not drawn)	23%
38	CC(=O)Nc1ccc2nc(NC(=O)COc3ccccc3)sc2c1	8%
39	CCCCCCCNC(=O)CC(NS(=O)(=O)c1ccc(NC(C)=O)cc1)C(C)C (stereo not drawn)	16%
40	CCOc1cc(C#N)c(NC(=O)c2ccnn2C)cc1OCC	-10%

The results go on:
No.	molecule	ERK EGF block
41	N#C/C(=C/c1ccc2c(c1)OCO2)C(=O)Nc1ccc(O)cc1	-5%
42	Cc1nn(-c2ccccc2)c(C)c1-c1nnc(-c2c(C)nn(-c3ccccc3)c2C)o1	8%[57.5 µM]
43	Cc1c(C(N)=O)c(-c2ccccc2)nn1-c1ccccc1	-1%
44	O=c1cc(-c2ccc(O)c(O)c2)oc2ccccc12	-5%
45	CCNc1cc(Nc2c(C)n(C)n(-c3ccccc3)c2=O)c([N+](=O)[O-])c2nonc12	-5%[57.5 µM]
46	Cc1csc2ncnc(N3CCN(C(=S)Nc4ccc(C(F)(F)F)cc4)CC3)c12	?
47	Cc1cnc(CNc2nc(-c3ccc(C(=O)N(C)C)cc3)nc3ccccc23)cn1	12%
48	CCOC(=O)c1cnc(C(C)(C)C)[nH]c1=O	9%

Next records follow.
No.	molecule	ERK EGF block
49	COc1cc(NC(=S)N2CCCC(C)C2)cc(OC)c1OC (stereo not drawn)	8%
50	COc1cccc(C(c2sc3ncnn3c2O)N2CCc3ccccc3C2)c1 (stereo not drawn)	-4%
51	COCCn1c(=O)cnc2cnc(N3CCNCC3)nc21	9%
52	C=CCC(C)(O)c1cccc(C(F)(F)F)c1 (stereo not drawn)	-12%
53	O=C(c1ccc(N2CCN(CCO)CC2)nc1)N1CCOCC1	3%
54	COc1ccc2c(c1OC)C(=O)O[C@H]2C1c2c(cc3c(c2OC)OCO3)CCN1C (stereo partly drawn)	1%&3%
55	CCCCN(CCCC)C(=O)c1cc(Cl)ccc1[N+](=O)[O-]	2%
56	Cn1c(=O)c([N+](=O)[O-])c(NCc2ccc3c(c2)OCO3)c2ccccc21	11%[57.5 µM]

2 records picked at random from those above:
No.	molecule	ERK EGF block
56	Cn1c(=O)c([N+](=O)[O-])c(NCc2ccc3c(c2)OCO3)c2ccccc21	11%[57.5 µM]
52	C=CCC(C)(O)c1cccc(C(F)(F)F)c1 (stereo not drawn)	-12%

Continued.
No.	molecule	ERK EGF block
57	NC(=O)CN1C(=O)C(O)(CC(=O)/C=C\c2ccc3c(c2)OCO3)c2ccccc21 (stereo not drawn)	-10%
58	CS(=O)(=O)NCCNc1ccc(Cl)cc1[N+](=O)[O-]	5%
59	O=c1c(Br)c(N2CCCCC2)cnn1-c1ccccc1	-1%
60	COC(=O)C1(C(=O)OC)NOC2C(=O)N(N(C)c3ncc(C(F)(F)F)cc3Cl)C(=O)C21 (stereo not drawn)	5%
61	COC(CC(=O)NNC(=S)Nc1ccc(Cl)cc1)OC	37%
62	Cc1ccc(C2(c3ccc(C)cc3)CC2C(=O)NCc2cccnc2)cc1 (stereo not drawn)	-4%
63	S=c1[nH]nc(-c2ccncc2)n1/N=C/C=C/c1ccccc1	-1%[57.5 µM]
64	Cc1cc(C(=O)CN2C(=O)C(=O)N(C3CCCC3)C2=O)c(C)n1-c1ccc(F)cc1	3%

(list continues)
No.	molecule	ERK EGF block
65	O=C(COC(=O)/C=C/c1ccco1)Nc1ccccc1	0%
66	Cc1onc(-c2c(Cl)cccc2Cl)c1C(=O)NC(=S)N1CCOCC1	0%[57.5 µM]
67	CCC(C(=O)OCCN(CC)CC)c1ccccc1 (stereo not drawn)	-1%[57.5 µM]
68	OC(COCC1COc2ccccc2O1)CN1CCCCC1 (stereo not drawn)	-3%
69	Cc1cccc(CN2CCN(CC(=O)O)C2=O)c1	-5%[57.5 µM]
70	COC(=O)C1=C(C)N(Cc2ccccc2)C(=O)/C1=C\c1ccco1	?
71	Cc1cc(SCC(=O)N(C)C2CCS(=O)(=O)C2)nc2c(C)cccc12 (stereo not drawn)	-9%
72	CC(=O)Nc1ccc(NC(=S)NC(=O)c2cc3ccccc3o2)cc1	0%

(further entries)
No.	molecule	ERK EGF block
73	O=C(Nc1ccc(Oc2cccc(C(F)(F)F)c2)nc1)c1ccccc1	4%[57.5 µM]
74	CCS(=O)(=O)N1Cc2ccccc2CC1C(=O)Nc1nnc(SCc2ccc(F)cc2)s1 (stereo not drawn)	26%
75	C/C(=N/NC(=O)c1ccoc1C)c1cccc(NC(=O)C2CC2)c1	6%
76	O=C1/C(=C\c2ccco2)SC(=S)N1C1CCS(=O)(=O)C1 (stereo not drawn)	-11%[57.5 µM]
77	COc1ccc(/C(N)=N/OC(=O)c2ccco2)cc1	2%
78	CCOc1ccc(NC(=O)CSc2nnc(COc3c(C)cccc3C)o2)cc1	-12%
79	COc1cc(O)c(C(C)=O)cc1OC	6%
80	CCN1CCN(C(=S)Nc2cccc(Cl)c2)CC1	3%

Following part:
No.	molecule	ERK EGF block
81	CC(C)NCc1nnc(-c2ccccc2Cl)o1	-2%[57.5 µM]
82	CCOC(=O)c1ccc(-n2c(O)c(/C=N/NC(=O)C3COc4ccccc4O3)c3ccccc3c2=O)cc1 (stereo not drawn)	2%
83	OC(COCc1cccs1)CN1CCN(c2cccc(C(F)(F)F)c2)CC1 (stereo not drawn)	2%
84	C/C=C/C(=O)Nc1cccc(C2=NOC3(C2)C[C@@H](C(N)=O)N(C(=O)C(c2ccccc2)c2ccccc2)C3)c1 (stereo partly drawn)	-7%[57.5 µM]
85	CC(C)C(=O)Nc1ncc2c(n1)CC(c1cccs1)CC2=O (stereo not drawn)	3%
86	O=C(OCc1cccc(F)c1)c1ccc2c(=O)n3c(nc2c1)CCC3	-5%[57.5 µM]
87	O=C(NNC(=O)c1ccccc1-c1ccccc1C(=O)O)c1cccc([N+](=O)[O-])c1	4%
88	O=Cc1cc([N+](=O)[O-])ccc1N1CCOCC1	2%

Continued (four carried over from the part before).
No.	molecule	ERK EGF block
85	CC(C)C(=O)Nc1ncc2c(n1)CC(c1cccs1)CC2=O (stereo not drawn)	3%
86	O=C(OCc1cccc(F)c1)c1ccc2c(=O)n3c(nc2c1)CCC3	-5%[57.5 µM]
87	O=C(NNC(=O)c1ccccc1-c1ccccc1C(=O)O)c1cccc([N+](=O)[O-])c1	4%
88	O=Cc1cc([N+](=O)[O-])ccc1N1CCOCC1	2%
89	C/C(=N\NC1=NCCN1)c1ccc(N)c([N+](=O)[O-])c1	-6%[57.5 µM]
90	C=CCNC(=O)CSc1cc([N+](=O)[O-])cc(S(=O)(=O)Cc2ccccc2)c1	-8%
91	O=C(C(Sc1ccccc1)c1ccccc1)N1CCOCC1 (stereo not drawn)	-1%
92	O=C(O)CCN1C(=O)c2ccc(NC(=O)c3ccco3)cc2C1=O	-8%
93	CC(=O)C1=C(C)NC(=O)NC1c1cc(Br)ccc1OCC#N (stereo not drawn)	7%
94	Cc1ccsc1/C=C1\SC(N2CC(C)OC(C)C2)=NC1=O (stereo not drawn)	-4%
95	Cn1cc(Cl)c(C(=O)NC(=S)Nc2sc3c(c2C#N)CCCCC3)n1	7%
96	CCC(=O)Oc1oc(-c2ccccc2)nc1C=Nc1ccc(C)cc1	2%[57.5 µM]

Later entries
No.	molecule	ERK EGF block
97	Cc1c(Cl)cccc1NC(=O)Nc1ccc(C(N)=O)cc1	-4%
98	Cc1nn(CC(=O)N2CCN(C)CC2)c(=O)c2ccccc12	-6%
99	CN(C(=O)CC1C(=O)NCCN1Cc1ccoc1)C1CCOCC1 (stereo not drawn)	7%[57.5 µM]
100	CCCNC(=O)c1ccc2c(c1)ncn2-c1cc(C)cc(C)c1	-13%
101	OC1COC(OCc2ccccc2)C(O)C1O (stereo not drawn)	-9%[57.5 µM]
102	CN(C(=O)c1ccc(OC2CCN(CCc3ccccc3)CC2)cc1)C1CCOC1 (stereo not drawn)	1%
103	Cn1cc(CN2CCN(c3ccc(Cl)cn3)CC2)c(-c2ccccc2F)n1	3%
104	Cc1ccccc1OCC(=O)Nc1nc2ccccc2[nH]1	-25%

Remaining list, next part:
No.	molecule	ERK EGF block
105	CC(CC(O)C1OC1(C)C)C1CCC2(C)C3=CCC4C(C)(C)C(=O)CCC4(C)C3CC[C@@]12C (stereo partly drawn)	3%
106	COC(=O)c1ccccc1NC(=O)CNC(=O)c1ccc(OC)cc1	-1%
107	N#C/C(=C/c1cn(-c2ccccc2)nc1-c1cccc(S(=O)(=O)N2CCCC2)c1)C(=O)NCc1ccco1	4%
108	CC(=O)Nc1nnc(C)s1	5%
109	CC1CCN(c2c(NCc3ccc(C(=O)NCCc4ccc(Cl)cc4)cc3)c(=O)c2=O)CC1	0%
110	COc1ccc(-c2[nH]ncc2CN(C)C(C)c2ccon2)cc1F (stereo not drawn)	-13%
111	Brc1ccc2[nH]c3c(NCc4ccccn4)ncnc3c2c1	?
112	Cc1cnc(CNc2nc(-c3ccc(N(C)C)cc3)nc3ccccc23)cn1	20%

Other entries:
No.	molecule	ERK EGF block
113	O=C(CN1CCN(S(=O)(=O)c2ccccc2[N+](=O)[O-])CC1)NC(=O)NCc1ccco1	-7%
114	CC(=O)N1CCCN(Cc2nc(C3(c4ccc(C)cc4)CCCC3)no2)CC1	-16%
115	COC(=O)NC1CCS(=O)(=O)C1 (stereo not drawn)	1%
116	C[C@](N)(COP(=O)(O)O)C(=O)O	-4%
117	Clc1ccc(Nc2ccccc2)nn1	3%[57.5 µM]
118	COC(=O)c1ccc(C(NC(=O)OCc2ccccc2)/C(=C/[C@@H](C)C(=O)N(C)Cc2cccnc2)c2cccnc2)cc1 (stereo partly drawn)	9%
119	Nc1cc(-c2ccccc2)n2c(n1)nc1ccccc12	-1%[57.5 µM]
120	N#C/C(=C\N1CCOCC1)C(N)=O	-18%[57.5 µM]
121	O=C(NCc1ccccc1)C1=C[C@@H](c2csc3ccccc23)C[C@@H](OCCCCO)O1	?
122	O=C1CCC([N+](=O)[O-])C(c2ccc(Br)cc2)N1 (stereo not drawn)	-8%
123	O=[N+]([O-])c1ccccc1Oc1cnc2ccccc2n1	2%
